HGIII-sPLA2 inh: Inhibits HGIII-sPLA2 liposome hydrolysis, primary screen | Q9NZ20 | QFRET BODIPY PC-A2 liposome hydrolysis, fluorescence | inhibition, % at 12.2 µM | 0.56% of 370,000 active;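 active = inhibition above mean plus 3 SD of compounds lying within the high and low control bounds, cut at about 19% in these data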;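 also: 0% = median of test compound wells and 100% = no enzyme DMSO wells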
Target sequence (Q9NZ20 whole entry, looked up): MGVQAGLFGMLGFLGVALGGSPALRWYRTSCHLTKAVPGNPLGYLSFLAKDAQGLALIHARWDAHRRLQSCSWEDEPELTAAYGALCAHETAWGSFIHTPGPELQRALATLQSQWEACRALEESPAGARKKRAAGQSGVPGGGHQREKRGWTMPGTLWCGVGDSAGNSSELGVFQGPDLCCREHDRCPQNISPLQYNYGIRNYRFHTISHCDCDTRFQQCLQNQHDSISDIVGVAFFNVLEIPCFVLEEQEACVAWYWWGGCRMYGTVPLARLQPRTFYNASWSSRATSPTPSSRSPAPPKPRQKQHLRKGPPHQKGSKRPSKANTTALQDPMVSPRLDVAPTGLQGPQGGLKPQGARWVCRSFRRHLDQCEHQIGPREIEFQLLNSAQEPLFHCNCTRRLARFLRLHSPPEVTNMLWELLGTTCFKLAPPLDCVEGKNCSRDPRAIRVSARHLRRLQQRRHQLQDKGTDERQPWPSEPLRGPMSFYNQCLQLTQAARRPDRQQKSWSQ
hcDAF12 agonist: activators of H. contortus DAF-12 nuclear receptor | HEK293 hcDAF-12 lit1-tk-luc reporter, luminescence; 0% DMSO, 100% Δ7-dafachronic acid | activation, % at 6.8 µM | 1.4% of 370,000 active | AID 652067;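 active = activation above the mean of all tested compounds plus 3 SD, cut at about 5.5% in these data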;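 also: 100% = response to 3 µM Δ7-dafachronic acid high control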
hgDAF12 agonist: activates the H. glycines DAF-12 receptor ligand-binding domain; HEK293 GAL4-hgDAF12 UAS-luciferase reporter, agonist luminescence; normalized to butyrate control; activation, % at 6.8 µM; 1.8% of 370,000 active; AID 687014;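 active = activation above a cutoff set at the mean of all screened compounds plus 3 SD, cut at about 10% in these data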;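 also: 0% = DMSO wells and 100% = sodium butyrate wells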
GC-A act: GC-A (human) enzyme activation; HEK293 GC-A cells, cGMP TR-FRET, EC30 ANP; 0% at EC30 ANP, 100% saturating ANP; activation, % at 10 µM; P16066; AID 1671463; 0.14% of 370,000 active; in the data active = activation above about 40%
SMARCA2 act: increases SMARCA2 function in MMTV reporter cells | MG213 cells, MMTV-luciferase reporter, dexamethasone, overnight | activation, % at 9.1 µM | 1% of 370,000 active; in the data active = activation above about 7.8%;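 also: 0% = vehicle wells and 100% = reference activator wells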
ssDAF12 agonist: S. stercoralis DAF-12 activation, primary screen | HEK293 ssDAF-12/GRIP1 lit1-tk-luc reporter, luminescence; % of 3 µM dafachronic acid response | 1% of 370,000 active | activation, % at 6.8 µM;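 active = activation above the mean over all tested compounds plus 3 SD, cut at about 0.9% in these data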;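 also: 0% = DMSO-only wells and 100% = 3 µM delta7-dafachronic acid wells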
DAX1 inh-1: NR0B1 (DAX1) inhibition; HEK293 Gal4-DAX1 luciferase reporter, luminescence; P51843; inhibition, % at 6.75 µM; 0.99% of 340,000 active; AID 504766;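 active = inhibition above the mean over all tested compounds plus 3 SD, cut at about 4.2% in these data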;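 also: 0% = DAX1-transfected cells with DMSO and 100% = empty-vector control cells with DMSO; inhibition shows as a rise in luminescence from relieved DAX1 repression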
Target sequence (P51843 207-470 limits assumed): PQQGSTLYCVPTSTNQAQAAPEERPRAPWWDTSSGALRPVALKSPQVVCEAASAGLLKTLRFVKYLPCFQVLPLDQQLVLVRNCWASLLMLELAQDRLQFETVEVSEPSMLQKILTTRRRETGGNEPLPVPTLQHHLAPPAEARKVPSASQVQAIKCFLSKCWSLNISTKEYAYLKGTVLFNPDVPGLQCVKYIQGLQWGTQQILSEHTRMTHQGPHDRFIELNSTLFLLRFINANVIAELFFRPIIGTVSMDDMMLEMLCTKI
GC-B act: GC-B (human) receptor activation. P20594. HEK293-GC-B cells, CNP EC30, cGMP TR-FRET; 0% at EC30 CNP, 100% saturating CNP. activation, % at 10 µM. 0.11% of 370,000 active. AID 1920062;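 active = activation at 10 µM reaching about 35% in either raw or pattern-adjusted values, limit read from the data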
FXN GAA850 act: increases GAA850 frataxin promoter reporter activity. HEK293 lucGAA850 FXN promoter luciferase reporter, 24 h; percent of 10 µM SAHA response. activation, % at 6 µM. 0.56% of 360,000 active. AID 540364;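 active = activation above the average of all compounds screened plus 3 SD, cutoff fixed separately per campaign, cut at about 7.5% in these data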;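 also: 0% = DMSO wells and 100% = 10 µM SAHA wells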
proKLK7 act: activators of human kallikrein-7 zymogen; purified proKLK7, EDANS-DABCYL substrate fluorescence; 100% is mature enzyme control, 0% vehicle; activation, % at 7 µM; 0.9% of 370,000 active; AID 652039;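 active = activation above the mean of all tested compounds plus 3 SD, computed per campaign excluding outliers beyond control limits, cut at about 13% in these data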
Target sequence (P49862 whole entry, looked up): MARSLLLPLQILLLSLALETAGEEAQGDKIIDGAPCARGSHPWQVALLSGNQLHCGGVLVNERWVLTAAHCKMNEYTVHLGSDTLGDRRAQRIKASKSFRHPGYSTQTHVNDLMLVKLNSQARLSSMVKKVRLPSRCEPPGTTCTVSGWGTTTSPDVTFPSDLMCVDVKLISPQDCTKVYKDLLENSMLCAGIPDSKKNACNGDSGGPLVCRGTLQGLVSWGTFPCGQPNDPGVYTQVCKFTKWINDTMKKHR
DAX1 inh-2: blocks DAX1 repression of SF-1 activated StAR promoter | AID 652010 | 1.1% of 370,000 active | inhibition, % at 6.8 µM | HEK293T StAR-luciferase reporter, SF-1/DAX-1 repression relief;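 active = inhibition above the mean over all tested compounds plus 3 SD, cut at about 3.6% in these data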;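 also: 0% = DAX-1 cells with DMSO and 100% = cells lacking DAX-1 with DMSO; higher inhibition means more luminescence from relief of DAX-1 repression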
* marks the source's active call; other numbers are inactive results; / = not tested or not shown.

molecule,HGIII-sPLA2 inh,hcDAF12 agonist,hgDAF12 agonist,GC-A act,SMARCA2 act,ssDAF12 agonist,DAX1 inh-1,GC-B act,FXN GAA850 act,proKLK7 act,DAX1 inh-2
Cc1ccc(-n2nnnc2-c2nc3ccccc3s2)cc1,5.1,0.4,-2.5,-3.5,-3.8,-1.1,1.5,-4.9,-2.0,0.1,0.2
CCCCOC(=O)CSC1=C(C#N)C(c2cccnc2)C(C(=O)OCC)=C(c2ccccc2)N1 (stereo unspecified),-45.8,-0.5,-1.5,-14.5,-3.1,-1.8,-1.0,-10.5,5.3,1.8,-0.6
O=C(CCN1C(=O)/C(=C/c2ccc(F)cc2)SC1=S)NCCCn1ccnc1,-15.8,0.8,-0.1,-3.6,-2.5,-0.8,-0.2,-0.3,-1.9,-0.2,0.0
O=C(CCCCCNC(=O)N1CCn2c1nc1ccccc12)NCc1ccccc1Cl,-7.8,-2.9,-2.8,-3.3,-0.7,-1.4,-0.5,-9.2,0.0,0.8,-2.2
Cc1nnsc1C(=O)N/N=C/c1ccc2ccccc2c1O,37.7*,-0.9,0.1,-14.2,-2.7,-1.2,-1.1,-10.3,-10.8,-0.9,-0.3
Cc1ccc2nc(C3CCCCC3)[nH]c2c1,-9.0,2.3,11.6*,-0.2,5.8,0.0,4.7*,-1.0,3.2,0.4,2.4
CCC(C)NC(=O)Cn1cc2c(n1)CCC(C)C2 (stereo unspecified),4.1,-1.2,1.9,1.9,-0.8,-1.0,1.4,2.6,-2.2,0.1,-0.3
Oc1ccc(C(=S)N2CCCCC2)cc1Cl,1.3,-0.4,-2.8,0.9,3.5,-1.3,-0.8,-0.7,-1.1,-0.5,-0.7
COc1ccc(Nc2nc(C)cc(C)c2C(N)=O)c(OC)c1,12.0,-1.9,0.6,1.3,-0.6,-1.5,-0.3,-5.9,-2.5,-0.5,-0.2
O=C(Cn1ccnc1)c1ccc(O)c(O)c1,0.8,0.5,-1.6,-1.7,-0.6,-1.3,1.1,2.9,-1.2,-0.4,0.2
CCCCC(c1nnnn1CC1CCCO1)N1CCN(c2ccccc2)CC1 (stereo unspecified),0.7,0.9,-1.2,2.6,-2.1,-1.5,3.9,-0.7,2.4,-0.1,-0.4
O=S(=O)(/C=C/c1ccccc1)NC1CCCCCCC1,-12.1,0.6,1.1,-3.4,-4.6,-1.5,-0.5,-2.9,5.3,0.6,0.6
CCc1ccc(N2CN=c3s/c(=C\c4ccccc4)c(=O)n3C2)cc1,-1.8,-2.6,1.2,1.8,-1.4,-1.8,5.3*,-4.1,1.0,-0.4,-0.1
O=c1cc(CN2CCN(c3ccc(F)cc3)CC2)nc2sccn12,4.4,0.1,0.0,3.4,2.7,-0.9,-0.3,7.7,0.1,-3.1,-0.4
Clc1ccc(COn2ccnc2)cc1Cl,2.6,-1.2,0.3,-1.3,-1.6,-0.8,-0.1,0.3,0.4,0.4,-0.5
CN(C)S(=O)(=O)c1ccc(N2CCCC2)c(C(=O)OCC(=O)N2CCN(c3ccccc3)CC2)c1,3.7,-0.7,2.6,1.2,-2.0,-0.2,-0.5,7.8,2.7,-0.1,0.4
CCOC(=O)N1CCN(S(=O)(=O)c2cc(OCC(N)=O)c(C)cc2Cl)CC1,-1.6,-1.8,-1.4,-9.6,-3.1,-1.4,0.3,-10.8,-3.7,-0.3,-0.1
Cn1c(N)c(C(=O)COC(=O)COc2ccccc2Cl)c(=O)n(C)c1=O,9.6,-0.7,-2.0,4.5,-2.8,-1.2,-0.2,-0.6,0.6,-0.5,1.0
FC(F)(F)Oc1ccc(Cn2ccc3ccc(-c4ccc5ccn(Cc6ccc(OC(F)(F)F)cc6)c5c4)cc32)cc1,-7.0,1.3,4.6,-5.2,-2.0,-0.7,/,-2.8,/,-2.0,-0.4
COc1ccccc1-c1ccc(Nc2cccc(C(F)(F)F)c2)nn1,-1.8,-1.9,-1.3,-1.1,-0.7,-1.0,-0.4,3.6,-0.1,-0.3,0.4
N#Cc1nc(-c2cccs2)oc1NCCc1ccccc1,-24.7,-0.8,5.7,2.8,4.5,-0.8,0.0,-3.7,5.5,-4.6,-1.2
Cn1c(SCC(=O)NC2CC2)nnc1-c1ccccn1,5.1,-1.5,-1.0,1.2,2.2,0.0,-0.3,0.3,0.4,-0.2,-0.6
OC(c1cccc(Cl)c1)c1nc(-c2cnc3ccccc3c2)cs1 (stereo unspecified),-13.2,2.0,9.3,-4.0,3.8,-1.0,/,-2.3,3.0,-0.3,0.9
CC(=O)Nc1ccc(OCC(O)CN2CCN(S(=O)(=O)c3ccc(NC(C)=O)cc3)CC2)cc1 (stereo unspecified),4.7,-0.1,-0.2,-0.9,-1.6,-1.1,1.9,4.0,-1.3,-0.2,-0.1
CCC1CN(C(=O)NCc2cccc(OC)c2)c2ccccc2O1 (stereo unspecified),5.9,0.1,-2.2,-4.0,-1.7,-0.6,0.2,-4.3,-1.0,0.2,-0.4
CCOC(=O)C1=CSC2=NS(=O)(=O)CCN12,2.5,1.4,0.7,2.9,-0.6,-1.0,-0.2,3.8,0.6,-0.1,0.3
CC(C)c1ccccc1OCC(=O)N1CCCCCCC1,-3.7,-2.9,1.2,-2.6,-0.7,-1.0,-0.4,-2.5,-0.8,0.4,0.0
Cc1cc(N2CCN(C(=O)OC(C)(C)C)C[C@H]2C)ccc1N1CC[C@@H](O)C1,0.4,0.0,-3.5,0.9,1.0,-0.7,/,9.4,/,-0.2,-3.0
CCOc1ccc(NC(=O)CSc2nnnn2-c2ccc(C(N)=O)cc2)cc1,-3.1,0.3,0.9,-7.7,-0.2,-0.9,1.3,-6.2,-0.4,0.9,-0.4
COc1cccc(NS(=O)(=O)c2ccc3c(c2)NC(=O)C(C)S3)c1 (stereo unspecified),-21.1,-0.6,-1.0,-3.8,-3.9,-0.9,0.2,4.4,-0.2,0.2,-0.5
CC1=C(C(=O)OCC(C)C)[C@]23C(=O)c4ccccc4[C@@]2(O1)OC(N)=C3C#N,-2.8,-0.6,0.0,-3.1,2.5,-0.5,-0.3,0.9,4.2,0.1,0.8
NNC(=O)c1cccc(COc2cccc(Br)c2)c1,-1.3,-0.2,9.8,4.8,3.1,-1.3,0.1,-1.1,3.9,-0.4,0.3
COc1cccc(OC)c1C(=O)NC(C)C12CC3CC(CC(C3)C1)C2 (stereo unspecified),-0.5,0.6,5.6,-2.9,1.3,-1.2,0.6,-2.6,1.2,0.1,-0.3
COc1ccc(-n2c(C)cc(C(=O)Cn3nc(C(=O)O)c4ccccc4c3=O)c2C)cc1,-11.9,0.5,-0.1,3.8,1.2,-1.5,-1.0,7.0,3.9,0.7,-0.4
CCOc1ccc(NC(=O)CN2C(=O)C3CC=CCC3C2=O)cc1 (stereo unspecified),-1.6,2.0,2.4,5.4,-0.2,0.1,0.8,1.7,-2.0,0.0,1.3
CCOC(=O)c1cc(-c2ccc(Cl)cc2)nc2c1c(C)nn2CCC#N,-1.4,-0.9,-0.2,15.3,1.0,-0.8,-0.9,10.8,1.7,-5.2,-0.1
CCc1nnc(NC(=O)c2ccc(S(=O)(=O)N3CCCCC3C)cc2)s1 (stereo unspecified),2.1,-0.7,-2.4,0.0,2.4,-1.2,1.6,-0.1,-1.4,0.2,-0.2
C=CCNCCOc1cccc(Br)c1,1.4,1.7,-1.2,-4.6,2.0,-1.0,1.3,3.8,0.2,-0.5,0.1
CN(c1ccccc1)S(=O)(=O)c1cccc(C(=O)NC2CCCCC2)c1,-7.2,-1.5,1.3,-3.7,4.3,-1.4,-0.3,1.9,-0.8,-0.3,0.2
Cn1c(SCC(=O)Nc2cccc(F)c2)nc2c(c1=O)SCC2,4.0,1.0,-1.6,-0.2,-1.8,-1.4,-0.7,1.4,-0.9,-0.3,-0.2
COc1ccc(NC(=O)CCNC(=O)Cn2cnc3ccccc3c2=O)cc1OC,4.1,2.9,2.0,-3.6,0.2,0.0,-0.6,5.1,-0.2,-0.7,0.3
CC1CCCN(C(=O)Cn2c(=O)oc3ccccc32)C1 (stereo unspecified),5.4,-1.7,0.5,4.8,-2.1,-1.4,-0.9,3.5,1.2,-0.1,0.2
O=Cc1ccc(OC(=O)CCCCC(=O)Oc2ccc(C=O)cc2)cc1,3.5,1.9,2.0,-4.2,-2.8,-1.5,0.1,-8.8,-1.3,-0.8,-0.2
COC(=O)c1ccc2nc(C3CCCCC3)c(Cc3cccc(F)c3)n2c1,4.1,2.9,5.3,-8.4,-1.0,-0.6,/,3.3,/,-0.9,2.2
CCOc1cc(N2CCOCC2)c(OCC)cc1NC(=O)COc1cccc(CC)c1,9.7,-0.4,-1.9,3.8,2.4,-1.3,0.4,15.0,-0.6,0.1,0.0
O=[N+]([O-])c1ccc(Cl)cc1P(=O)(O)c1cc(Cl)ccc1[N+](=O)[O-],-1.9,0.0,2.1,1.1,0.5,-0.8,-0.8,-0.6,-0.8,0.1,0.3
Cc1ccc2nc(NC(=O)c3ccco3)sc2c1,-10.3,2.5,-2.3,2.2,1.1,-1.7,-3.7,-1.6,-8.1,-0.2,0.8
CO/C([O-])=N/c1c[n+](-c2ccc(Cl)cc2)no1,11.4,0.9,3.7,4.9,-1.0,-0.8,-0.9,-0.6,0.3,-0.5,-0.1
COC(=O)CSc1nc2cc3c(cc2cc1C)OCCO3,3.9,-1.0,1.4,-1.3,-1.3,-0.9,-1.2,-0.2,3.2,-0.2,0.4
COc1ccc(OC)c(C2C(C(N)=O)=C(C)Nc3nc(-c4cccc(Cl)c4)nn32)c1 (stereo unspecified),-8.4,-0.5,-3.8,-16.5,-6.3,-0.9,-0.3,-12.9,0.5,0.7,1.2
COc1ccc(CNC(=O)CCCSc2ccccc2)cc1,-6.3,2.3,2.1,-5.2,-1.2,-1.2,-0.7,2.3,-1.1,0.0,0.4
COCC(=O)N/N=C(\C)CC(=O)NCc1ccco1,-1.8,-1.0,-3.3,-2.2,-1.1,-0.8,-0.4,1.6,-0.8,0.2,0.3
O=C(Nc1cccc(-c2nn[nH]n2)c1)c1cccs1,-2.1,-1.1,-2.6,2.2,0.3,-1.1,0.9,2.8,-1.1,0.1,0.3
Cc1cc2cc(C(c3nnnn3Cc3ccco3)N3CCc4ccccc43)c(=O)[nH]c2cc1C (stereo unspecified),-11.1,1.1,2.0,-2.9,-1.9,0.3,0.9,1.1,2.1,-3.2,-0.1
O=C(COc1ccccc1F)NCc1ccc(-n2cccc2)cc1,-19.3,-0.2,0.1,-1.1,0.1,-1.5,-0.9,1.0,-0.2,0.2,-0.1

Screening results deposited in PubChem BioAssay by several laboratories.
